# Assay outcomes (PubChem BioAssay)
# CatL inh = blocks human cathepsin L protease activity | purified cathepsin L, fluorogenic substrate, fluorescence | 0.17% of 58,000 active | P07711 | AID 460 | inhibition, %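 (tested at 10 µM)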; in the data active = inhibition above about 45%;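 note: 0% = enzyme with no compound and 100% = no enzyme blank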
# Target sequence (P07711 114-288 limits assumed): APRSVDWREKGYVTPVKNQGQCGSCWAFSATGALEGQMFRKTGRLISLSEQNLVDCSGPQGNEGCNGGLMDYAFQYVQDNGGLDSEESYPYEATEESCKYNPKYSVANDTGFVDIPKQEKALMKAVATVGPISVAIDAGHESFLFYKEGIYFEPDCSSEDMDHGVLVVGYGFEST
# Target sequence (P07711 292-333 limits assumed): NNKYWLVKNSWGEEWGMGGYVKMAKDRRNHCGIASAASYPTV
# CatS inh = blocks human cathepsin S protease activity; P25774; recombinant cathepsin S, AMC dipeptide fluorescence, pooled mixtures; inhibition, %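 (tested at 5 µM per compound within 10-compound mixtures)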; 0.06% of 62,000 active; AID 501; in the data active = inhibition above about 32%, passing the limit was not always enough; inconclusive = no clear call, values can overlap the other calls;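 note: 0% = enzyme without compound and 100% = blank without enzyme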
# Target sequence (P25774 115-331 limits assumed): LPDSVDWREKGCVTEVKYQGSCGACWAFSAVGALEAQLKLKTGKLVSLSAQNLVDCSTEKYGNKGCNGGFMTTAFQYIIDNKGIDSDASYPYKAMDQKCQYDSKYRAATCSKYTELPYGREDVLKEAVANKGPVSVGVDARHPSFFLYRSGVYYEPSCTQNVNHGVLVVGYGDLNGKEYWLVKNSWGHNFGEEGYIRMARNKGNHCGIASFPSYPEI
# PKA kinase inh = blocks human protein kinase A activity. PKA Kemptide phosphorylation, Kinase-Glo ATP luminescence. inhibition, % at 6 µM. 0.1% of 65,000 active. AID 524;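 active = inhibition above the screen-wide mean inhibition plus 3 SD, cut at about 21% in these data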; note: many of its hits are not listed in these tables
# ROCK2 inh = inhibitors of human Rho kinase 2. O75116. purified ROCK2, Kinase-Glo ATP depletion luminescence. inhibition, % at 6 µM. 0.35% of 60,000 active;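 active = inhibition above the screen-wide mean inhibition plus 3 SD, cut at about 18% in these data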;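 note: plate controls were DMSO wells for no effect and Y-27632 control wells after no-enzyme background subtraction for full effect; many of its hits are not listed in these tables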
# C1s inh = human complement C1s inhibition; mean inhibition % of two 10-compound mixtures (stronger effect = higher value), % at 5 µM (by protocol); purified C1s, fluorogenic AMC substrate, pooled mixtures; 0.16% of 62,000 active; P09871;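 active = inhibition above 20% in each of the two 10-compound mixture wells holding the compound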;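 note: 0% = enzyme wells lacking compound mixture and 100% = no-enzyme blank wells; some compounds called inactive have numbers as strong as hits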
# FXIIa mix inh = factor XIIa (human) inhibition, mixture screen. P00748. purified FXIIa, fluorogenic substrate, pooled mixtures. inhibition, % at 5 µM. 0.2% of 62,000 active;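 note: 0% = enzyme without compound and 100% = no enzyme blank; some results filed as inactive read as strong as hits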
# CatG inh = cathepsin G (human) inhibition; AID 581; inhibition, % at 5 µM (by protocol); P08311; purified enzyme, AMC-tetrapeptide fluorescence, pooled mixtures; 0.2% of 62,000 active;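 active = inhibition above 20% in each of the two mixture wells holding the compound; inactive = inhibition of 20% or less in either well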;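 note: 0% = enzyme control without mixture and 100% = blank lacking enzyme; strong numbers were not always called active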
# FXIa inh mix = inhibitors of human coagulation factor XIa, pooled mixtures | P03951 | purified FXIa, fluorogenic substrate | inhibition, % at 5 µM | 0.19% of 62,000 active;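 note: each value is inhibition by a whole ten-compound pool holding the compound; 0% = enzyme with no mixture and 100% = wells lacking enzyme; strong numbers were not always called active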
# JNK3 inh = inhibitors of human JNK3 kinase. P53779. purified JNK3 kinase activity, HTS. inhibition, % at 8 µM. 0.61% of 60,000 active; in the data active = inhibition above about 17%;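 note: 0% = DMSO and 100% = reference inhibitor; many of its hits are not listed in these tables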
# Target sequence (P53779 whole entry, looked up): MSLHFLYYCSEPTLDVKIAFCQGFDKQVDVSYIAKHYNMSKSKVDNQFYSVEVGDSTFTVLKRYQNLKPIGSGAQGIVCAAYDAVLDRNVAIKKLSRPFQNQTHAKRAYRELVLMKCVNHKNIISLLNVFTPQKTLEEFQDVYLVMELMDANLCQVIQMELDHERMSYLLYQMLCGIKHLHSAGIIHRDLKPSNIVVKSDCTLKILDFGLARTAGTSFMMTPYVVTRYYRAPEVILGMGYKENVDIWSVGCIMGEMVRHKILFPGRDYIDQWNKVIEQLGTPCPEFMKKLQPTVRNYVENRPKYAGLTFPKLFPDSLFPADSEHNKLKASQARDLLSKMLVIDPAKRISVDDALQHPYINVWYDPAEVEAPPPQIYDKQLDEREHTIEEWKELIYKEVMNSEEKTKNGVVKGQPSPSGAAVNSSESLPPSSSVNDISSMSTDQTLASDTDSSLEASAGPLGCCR
# * = called active by the depositor; ? = inconclusive; / = no result given. Cut-off read from the data, not from the text of the source, unless noted: active = inhibition above about 20% (passing the limit was not always enough); inactive = the rest.
1: COc1ccc(OC)c(NC(=O)c2ccc(NS(=O)(=O)c3c(C)noc3C)cc2)c1
2: O=C(CCCc1ccccc1)NC1CCSC1=O (centres undefined)
3: CCN1CCCC1CNC(=O)CN1C(=O)COc2ccc(C)cc21 (centres undefined)
4: CCOC(=O)c1sc(C)c2c1NC1(CCCCC1)NC2=O
5: COc1ccccc1CNC(=O)C(CCSC)NS(=O)(=O)c1ccc2c(c1)oc(=O)n2C (centres undefined)

entry no.,1,2,3,4,5
CatL inh,12,/,/,-4,14
CatS inh,-8,2,5,-6,3
PKA kinase inh,11,8,4,12,8
ROCK2 inh,6,6,0,6,6
C1s inh,-6,-9,-15,-11,9
FXIIa mix inh,-15,16,4,5,10
CatG inh,6,-2,2,0,8
FXIa inh mix,-4,2,8,-10,8
JNK3 inh,-3,3,-1,10,2

6: CCOc1ccc(N(CC(=O)O)S(=O)(=O)c2cccnc2)cc1
7: COC(=O)c1cc2c(ccn2-c2ccc(F)cc2)n1CC(=O)N1CCN(C(=O)c2ccco2)CC1
8: Cn1c(=O)c2c(nc(SCC(=O)N3CCc4ccccc43)n2Cc2ccccc2)n(C)c1=O
9: Clc1ccc(-n2cnnn2)cc1
10: COc1ccc(C(=O)CCC(=O)N2CCN(c3ccc(N4CCOCC4)nn3)CC2)cc1

entry no.,6,7,8,9,10
CatL inh,4,-6,4,18,16
CatS inh,-6,-2,0,15,16
PKA kinase inh,5,6,2,6,4
ROCK2 inh,-5,4,-1,1,-5
C1s inh,-59,12,-1,2,-7
FXIIa mix inh,13,6,5,3,17
CatG inh,-11,10,1,3,-2
FXIa inh mix,-4,5,4,10,7
JNK3 inh,3,-1,-3,-2,-3

11: COc1cc(C)nc(N2CCC(C(=O)NC3CCCCC3)CC2)n1
12: COc1ccc2cc(C)c(SCC(=O)Nc3cc(C)on3)nc2c1
13: Cn1cccc1Cc1nnc(SCC(=O)Nc2cccc(Cl)c2)n1-c1ccc(F)cc1
14: Cc1ccc2c(c1)nnn2C1CCN(S(=O)(=O)c2cccc(S(=O)(=O)N(C)C)c2)CC1
15: COc1ccccc1NC(=O)CC(=O)CSc1nnc(-c2ccc(C)cc2)n1C

entry no.,11,12,13,14,15
CatL inh,15,7,7,-2,-1
CatS inh,12,8,?,-8,8
PKA kinase inh,6,5,5,11,0
ROCK2 inh,/,4,3,5,4
C1s inh,5,-3,-26,-56,-10
FXIIa mix inh,2,7,5,-5,9
CatG inh,1,0,4,1,0
FXIa inh mix,5,-2,-5,-1,0
JNK3 inh,/,5,3,7,1

16: Cc1ccc(C(=O)C2=C(O)C(=O)N(CCCn3ccnc3)C2c2ccc(OC(C)C)cc2)o1 (centres undefined)
17: COc1cc(C2C(C(=O)N3CCOCC3)=C(C)NC3=C2C(=O)CCC3)ccc1OC(C)=O (centres undefined)
18: COc1ccc2c(c1OC)CN(C)CCc1cc3c(cc1C(O)C2)OCO3 (centres undefined)
19: CCCS(=O)(=O)N1CCCC(C(=O)NCCN(CC)c2ccccc2)C1 (centres undefined)
20: N#CCCn1cc(C(CC(=O)c2ccc(Br)cc2)C(=O)O)c2ccccc21 (centres undefined)

entry no.,16,17,18,19,20
CatL inh,9,-10,7,4,-6
CatS inh,18,0,10,0,-3
PKA kinase inh,0,0,12,7,8
ROCK2 inh,-1,2,4,10,-2
C1s inh,7,-1,-22,-9,-15
FXIIa mix inh,6,-17,1,48,-5
CatG inh,11,10,-2,-11,-4
FXIa inh mix,6,7,3,1,7
JNK3 inh,27*,2,3,-2,0

21: CCOC(=O)N1CCN(S(=O)(=O)c2ccc3c(c2)CCN3C(=O)C2CC2)CC1
22: COCC(C)n1c(C)cc(C(=O)COC(=O)c2ccc3ncsc3c2)c1C (centres undefined)
23: Cc1cc(C)n(-c2nnc3n2N=C(c2ccccc2)CS3)n1
24: CCOC(=O)c1c(NC(=O)c2ccc(Cl)s2)sc(C)c1C
25: CCc1ccc(NC(=O)CCNS(=O)(=O)c2cccc3nonc23)cc1

entry no.,21,22,23,24,25
CatL inh,14,19,15,-19,8
CatS inh,4,12,12,-3,7
PKA kinase inh,10,13,3,7,0
ROCK2 inh,2,5,-7,2,/
C1s inh,-15,-35,14,-23,16
FXIIa mix inh,-18,1,0,12,7
CatG inh,-8,-10,9,9,10
FXIa inh mix,-10,3,9,2,2
JNK3 inh,-4,-6,2,6,/

26: O=C(C1CCCN(S(=O)(=O)c2cccc3nsnc23)C1)N1CCc2ccccc21 (centres undefined)
27: CC(C)OC(=O)c1nnc(Cc2ccc(Cl)cc2)o1
28: COc1cccc(-c2nnn(CC(=O)NC3CCCC3)n2)c1OC
29: Cc1cc(C)n(-c2nc(C)nc3c2cnn3-c2ccccc2)n1
30: Cn1c(SCC(=O)OC2CCCCC2)nnc1-c1ccc2c(c1)OCO2

entry no.,26,27,28,29,30
CatL inh,2,/,0,8,11
CatS inh,-6,4,13,7,-1
PKA kinase inh,4,5,0,2,1
ROCK2 inh,-6,-4,/,5,-4
C1s inh,-33,-15,15,5,-2
FXIIa mix inh,12,0,6,7,10
CatG inh,-5,-5,9,12,-2
FXIa inh mix,2,-1,22*,14,5
JNK3 inh,10,-3,/,2,0

31: C=CCN(c1ccccc1)S(=O)(=O)c1ccc2c(c1)oc(=O)n2C
32: Cc1noc(C)c1S(=O)(=O)N1CCC2(CC1)OCCO2
33: c1ccc(-c2nc(NC3CC3)nc(-n3ccnc3)n2)cc1
34: O=C1c2ccccc2C(=O)N1CCC(c1ccc(F)cc1)c1ccco1 (centres undefined)
35: CCCC(=O)Nc1cc(C)c(NC(=O)c2ccccn2)cn1

entry no.,31,32,33,34,35
CatL inh,/,11,22,-2,8
CatS inh,8,2,-9,59,-4
PKA kinase inh,5,0,17,-4,-3
ROCK2 inh,2,-4,8,-2,/
C1s inh,-1,-14,-74,9,14
FXIIa mix inh,4,0,3,3,6
CatG inh,8,-13,5,8,13
FXIa inh mix,3,3,-16,2,2
JNK3 inh,6,-3,3,-1,/

36: Cc1cc(NC(=O)CSc2nnnn2C2CCCC2)no1
37: Nc1nc(SCC(=O)Nc2ccc(Br)cc2F)n[nH]1
38: CN1C(C)(C)CC(NC(=O)CCC(=O)NC2CC(C)(C)N(C)C(C)(C)C2)CC1(C)C
39: CCC(=O)N/C(N)=N/c1nc(C)c2cc(OC)ccc2n1
40: c1csc(C(c2nnnn2C2CCCC2)N2CCOCC2)c1 (centres undefined)

entry no.,36,37,38,39,40
CatL inh,-4,16,35,-12,21
CatS inh,-10,16,-3,-1,5
PKA kinase inh,12,-5,4,10,6
ROCK2 inh,6,-2,11,6,0
C1s inh,-2,-15,-14,-8,6
FXIIa mix inh,1,-9,1,15,8
CatG inh,-2,0,0,-2,2
FXIa inh mix,-1,6,-3,-2,4
JNK3 inh,0,0,6,-1,-7

41: Cc1ccc2c(c1)cc(CN(CCc1ccccc1)C(=O)N1CCOCC1)c1nnnn12
42: O=C1CN(C(=O)c2ccc(Br)o2)C(c2ccccc2)c2cc(F)ccc2N1 (centres undefined)
43: CSC1=NCCN1C(=O)C(C)Oc1ccccc1 (centres undefined)
44: COc1ccc(C(=S)N2CCN(C)CC2)cc1Br
45: COc1ccc(CCNC(=O)CSc2nnnn2-c2ccccc2OC)cc1OC

entry no.,41,42,43,44,45
CatL inh,-5,25,-1,-11,40
CatS inh,-12,12,2,-10,30
PKA kinase inh,1,8,4,0,6
ROCK2 inh,-1,11,7,0,3
C1s inh,-38,-43,0,17,7
FXIIa mix inh,7,6,3,3,-21
CatG inh,-6,-6,-4,-14,2
FXIa inh mix,2,10,9,-2,9
JNK3 inh,-4,3,3,7,-5

46: O=C(CCNS(=O)(=O)c1cccc2nsnc12)NCCC1=CCCCC1
47: CCOC(=O)N1CCN(C(=O)CSCC(=O)Nc2nc(-c3ccc4c(c3)OCO4)cs2)CC1
48: CCN1CCN(C(=O)Nc2cccc(C(F)(F)F)c2)CC1
49: COc1ccc(CCNS(=O)(=O)c2cccs2)cc1
50: O=C(OCn1cncn1)c1ccc(Cl)cc1Cl

entry no.,46,47,48,49,50
CatL inh,-6,/,22,-1,13
CatS inh,0,15,-3,7,-1
PKA kinase inh,4,1,2,8,-6
ROCK2 inh,/,2,3,5,-3
C1s inh,3,-4,0,-15,13
FXIIa mix inh,1,6,5,-5,-20
CatG inh,8,-5,0,-16,3
FXIa inh mix,5,3,7,-9,7
JNK3 inh,/,-4,-1,9,0

51: COc1ccc(OC)c(C2C(C(=O)c3cc4ccccc4o3)=C(O)C(=O)N2c2cc(C)on2)c1 (centres undefined)
52: O=C(Cn1nnc(-c2ccccc2)n1)OC1CCOC1=O (centres undefined)
53: CCCC(=O)Nc1ccc(NC(=O)c2ccccc2Cl)nc1
54: Cc1cc(C)nc(Sc2nc(C)nc3c2oc2ccccc23)n1
55: CC1(C)CC(=O)C2=C(C1)N=C1SCCC(=O)N1C2c1ccccc1 (centres undefined)

entry no.,51,52,53,54,55
CatL inh,19,/,7,-1,-5
CatS inh,14,3,-2,-7,0
PKA kinase inh,-3,-3,9,12,8
ROCK2 inh,-2,-1,1,4,-16
C1s inh,15,1,12,-15,-2
FXIIa mix inh,8,-2,-6,-17,-18
CatG inh,12,2,8,-5,-2
FXIa inh mix,6,4,3,2,4
JNK3 inh,4,-3,6,3,-8

# 4 of the compounds above, with values under each structure:
# Values run as follows: CatL inh, CatS inh, PKA kinase inh, ROCK2 inh, C1s inh, FXIIa mix inh, CatG inh, FXIa inh mix, JNK3 inh
52	O=C(Cn1nnc(-c2ccccc2)n1)OC1CCOC1=O (centres undefined)
 : /, 3, -3, -1, 1, -2, 2, 4, -3
53	CCCC(=O)Nc1ccc(NC(=O)c2ccccc2Cl)nc1
 : 7, -2, 9, 1, 12, -6, 8, 3, 6
51	COc1ccc(OC)c(C2C(C(=O)c3cc4ccccc4o3)=C(O)C(=O)N2c2cc(C)on2)c1 (centres undefined)
 : 19, 14, -3, -2, 15, 8, 12, 6, 4
54	Cc1cc(C)nc(Sc2nc(C)nc3c2oc2ccccc23)n1
 : -1, -7, 12, 4, -15, -17, -5, 2, 3

# Going on with the list.
56: COCCNC(=O)Nc1ccc2c(c1)N(C)C(=O)CS2
57: CC(C)N(C(=O)COC(=O)c1ccccc1C(=O)N1CCN(c2ccc(F)cc2)CC1)C(C)C
58: CC1CC1C(=O)OCC(=O)NCc1ccccc1Cl (centres undefined)
59: Cc1ccc2nc(C)cc(NCCO)c2c1
60: Cn1cccc1Cc1nnc(SCC(=O)Nc2cccc(F)c2)n1-c1ccc(F)cc1

entry no.,56,57,58,59,60
CatL inh,/,/,/,0,14
CatS inh,1,-4,-2,-5,30
PKA kinase inh,5,3,6,3,5
ROCK2 inh,/,6,6,7,-1
C1s inh,1,20,1,-8,-4
FXIIa mix inh,33,5,-1,5,7
CatG inh,10,11,6,-13,7
FXIa inh mix,2,5,-2,6,5
JNK3 inh,/,-3,1,5,4

61: Cn1c(=O)[nH]c(=O)c2c1nc(OC(=O)c1ccccc1)n2CC(O)COc1ccccc1 (centres undefined)
62: COc1ccc(OC)c2c1sc(=NC(=O)C(C)C)n2C
63: Cc1ccc(N(C(=O)c2ccncc2)C2C=CS(=O)(=O)C2)cc1 (centres undefined)
64: COC(=O)c1ccc(OCC(O)CN(CCO)CCO)cc1 (centres undefined)
65: O=c1[nH]c(=O)n(Cc2ccccc2)c2c1CCC2
66: O=C(CSc1nnnn1C1CCCCC1)Nc1cccc(NC(=O)c2ccco2)c1

entry no.,61,62,63,64,65,66
CatL inh,-2,2,11,-2,1,5
CatS inh,-6,8,4,12,1,-15
PKA kinase inh,8,-4,8,0,7,7
ROCK2 inh,6,-4,0,4,6,0
C1s inh,0,14,-48,4,-15,-57
FXIIa mix inh,17,20,0,7,6,12
CatG inh,-1,9,-40,10,6,-4
FXIa inh mix,0,5,-20,1,-5,-7
JNK3 inh,-4,-2,-2,1,3,1

# Down the list, from the results shown.
# Nos. 61–66 in JNK3 inh, in turn: -4, -2, -2, 1, 3, 1
# Nos. 61–66 in FXIIa mix inh, in turn: 17, 20, 0, 7, 6, 12
